Assay outcomes: PubChem BioAssay, several laboratories
TROY NFkB inh = inhibitors of TROY-dependent NF-kB signaling; AID 1347056; inhibition, % at 10 µM; Q293 LMP1-TROYcd NF-kB luciferase reporter, 4 h; 0.98% of 360,000 active;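 active = compounds whose plate-normalised and pattern-corrected inhibition of the luciferase reporter signal at the single screening dose is 50% or more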
TWEAK Fn14 block = blocks TWEAK-Fn14 interaction in a reporter cell assay; TWEAK-stimulated Fn14 reporter cells, luciferase luminescence, 8 h; inhibition, % at 10 µM; 2% of 360,000 active; AID 1159606; in the data active = inhibition above about 50%
CF NFkB block = blocks PAF-induced NF-kB reporter in cystic fibrosis cells; inhibition, % at 5 µM; KKLEB NF-kB-GFP reporter, GFP fluorescence overnight; 0.86% of 360,000 active; AID 588850;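 active = at least 50% inhibition at 5 µM, scaled per plate between neutral and stimulator controls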;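 also: PAF is a Pseudomonas aeruginosa culture filtrate used as stimulus; plate controls were PAF-stimulated DMSO wells for no effect and unstimulated DMSO wells for full effect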
Shn3 3UTR inh = Schnurri-3 reporter inhibition in Clone20 osteoblasts. Clone20 osteoblast Shn3 3'UTR firefly luciferase, 24 h. inhibition, % at 12.5 µM. 0.52% of 360,000 active;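 active = mean inhibition of at least 75% with every replicate also reaching 75%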;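 also: 0% = median of neutral control wells and 100% = pilot-screen positive control compound; some compounds past the cut are filed as inactive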
HIF-2a block = blocks HIF-2a reporter activity | inhibition, % at 18.8 µM | 786-0 RCC cells HIF-2a reporter, luciferase luminescence, overnight | 0.72% of 360,000 active | AID 624352;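 active = inhibition of the luminescence signal of 40% or more relative to plate controls, in a single-dose primary screen at 18.75 µM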
Peg3 prom inh = reduces Peg3 promoter-driven luciferase expression in HeLa | HeLa PEG-Prom luciferase reporter, luminescence, overnight | inhibition, % at 20 µM | 1.7% of 360,000 active;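 active = inhibition of at least 50% at 20 µM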
TRAIL sens C8 = sensitizes caspase-8 expressing cells to TRAIL; NB7+C8 cells + TRAIL, ATPlite viability luminescence; inhibition (viability loss, TRAIL sensitization), % at 10 µM; 1% of 360,000 active;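 active = compounds causing at least 50% loss of cell viability in the single-dose screen, relative to plate controls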
NR2E3 ag-1 = NR2E3 (human) agonism; GST-NR2E3/biotin-RetCOR TR-FRET, 1536-well; Q9Y5X4; AID 2300; inhibition of corepressor binding, % at 4.78 µM; 0.12% of 320,000 active;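 active = percent inhibition above the cutoff of mean plus 3 SD of all tested compounds, set per screening campaign, cut at about 20% in these data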;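 also: 0% = DMSO wells and 100% = biotin wells as full block of FRET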
Target sequence (Q9Y5X4 whole entry, looked up): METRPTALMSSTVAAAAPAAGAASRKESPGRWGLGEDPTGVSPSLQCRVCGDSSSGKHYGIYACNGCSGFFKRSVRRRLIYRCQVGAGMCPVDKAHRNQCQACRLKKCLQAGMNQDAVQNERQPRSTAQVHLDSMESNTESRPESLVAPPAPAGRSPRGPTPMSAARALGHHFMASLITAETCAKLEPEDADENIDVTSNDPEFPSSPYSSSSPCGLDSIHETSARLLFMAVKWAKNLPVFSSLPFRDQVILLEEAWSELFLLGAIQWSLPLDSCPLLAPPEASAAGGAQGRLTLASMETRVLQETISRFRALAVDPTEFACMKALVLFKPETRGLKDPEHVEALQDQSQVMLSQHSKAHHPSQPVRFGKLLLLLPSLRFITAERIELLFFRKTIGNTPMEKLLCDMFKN
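System: GST-tagged NR2E3 plus biotinylated RetCOR corepressor; Amount: 1.35 nM GST-tagged NR2E3 final; Dosing: single nominal compound dose of 4.8 µM; Schedule: 5 h incubation at 4 °C; Technique: TR-FRET with europium anti-GST and streptavidin-D2, 340 nm excitation; Controls: biotin wells as high control, 0.6% DMSO wells as low control.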
KKLEB tox = CF airway cell cytotoxicity counter-screen; KKLEB CF airway cells viability, ATPlite luminescence, overnight; stronger effect = lower value; cells stimulated with P. aeruginosa culture filtrate; activity change (cytotoxicity), % at 5 µM; 0.36% of 360,000 active; AID 602141;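 active = corrected activity change at or below -50% at 5 µM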
NR2E3 ag-2 = activates human NR2E3 receptor. inhibition of corepressor binding, % at 3.98 µM. Q9Y5X4. CHO-S Gal4-NCOR/VP16-NR2E3 two-hybrid, luciferase. AID 602229. 0.35% of 360,000 active;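 active = inhibition above the mean of all tested compounds plus 3 SD, cut at about 70% in these data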;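 also: 0% = DMSO with NR2E3 transfected cells and 100% = cells lacking NR2E3 construct; higher means lower luciferase signal from less NR2E3 corepressor binding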
MITF TRPM1 inh = reduces MITF-dependent TRPM1 promoter luciferase signal. SK-MEL-5 TRPM1 promoter luciferase, 24 h. inhibition, % at 12.5 µM. 0.83% of 330,000 active. AID 488899;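 active = mean inhibition across replicates of 60% or more, whatever share of single replicates reaches that level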; also: values of inactives mirror those of a sister screen read the other way
Starred values were filed as active, the others as inactive; . = not tested or not shown.

Second line of a record – TROY NFkB inh, TWEAK Fn14 block, CF NFkB block, Shn3 3UTR inh, HIF-2a block, Peg3 prom inh, TRAIL sens C8, NR2E3 ag-1, KKLEB tox, NR2E3 ag-2, MITF TRPM1 inh
[1] CCCc1cc(=O)[nH]c(SCC(=O)Nc2ccc(OC(F)F)cc2)n1
→ -20, 4, -16, 12, 11, 21, 11, 3, -5, 29, 9
[2] COc1ccc(F)cc1S(=O)(=O)Nc1cc2c3c(c1)CC(=O)N3CCC2
→ -10, 7, -12, 0, 3, 7, 5, -4, 6, 11, 9
[3] Cc1ccc2c(c1)c1c(n2CC(O)CNC(C)(C)C)CCCC1 (stereo not drawn)
→ -4, -27, -22, -2, -10, 12, -2, ., -4, 3, 1
[4] Cc1ccc(S(=O)(=O)Nc2cccc(CP(=O)(c3ccccc3)c3ccccc3)c2)cc1
→ 8, -21, 2, 7, 14, -1, -13, 2, 0, 9, 7
[5] O=S(=O)(c1ccc2ncn(O)c2c1)N1CCOCC1
→ 16, -4, 6, 21, 17, 0, 3, 2, -3, -2, -4
[6] COc1ccccc1OCC(=O)NC1CCCCCC1
→ -33, -10, 10, -13, -148, -88, 12, 4, -7, -14, -24
[7] O=C(OCCNc1nc(-c2ccccc2)nc2ccccc12)c1cccnc1
→ -1, 12, -7, 81, 11, 21, 22, 0, -6, 10, -17
[8] O=C(NCCSc1ccccc1)c1ccccc1
→ -38, 18, -16, -51, -195, -222, 8, 0, 2, -116, -85
[9] CN(C)S(=O)(=O)c1cccc(NC(=O)c2cc(=O)[nH]c(=O)[nH]2)c1
→ -9, 22, -6, 1, 13, 16, -12, -2, 4, -18, 8
[10] Cc1[nH]c2ccccc2c1C(C#N)(C#N)C1C(=O)c2ccccc2C1=O
→ 53*, 97*, 25, 16, 3, 39, 14, 3, 15, 14, 39

An excerpt from above, reduced to NR2E3 ag-2 and TWEAK Fn14 block:
#	mol	NR2E3 ag-2	TWEAK Fn14 block
6	COc1ccccc1OCC(=O)NC1CCCCCC1	-14	-10
9	CN(C)S(=O)(=O)c1cccc(NC(=O)c2cc(=O)[nH]c(=O)[nH]2)c1	-18	22
7	O=C(OCCNc1nc(-c2ccccc2)nc2ccccc12)c1cccnc1	10	12

Later entries:
Second line of a record – TROY NFkB inh, TWEAK Fn14 block, CF NFkB block, Shn3 3UTR inh, HIF-2a block, Peg3 prom inh, TRAIL sens C8, NR2E3 ag-1, KKLEB tox, NR2E3 ag-2, MITF TRPM1 inh
[11] CCN(CC)c1ccc(NC(=O)c2cccc(C)c2OC)c(C)c1
→ -57, -8, -7, -39, -195, -284, 5, 2, 0, -115, -31
[12] NC(=O)C1CCN(C(=O)CCSc2ccccc2)CC1
→ -28, -9, 11, -48, -120, -96, -3, -2, -6, -10, -32
[13] Cc1c(NS(=O)(=O)c2cc(C(=O)NCc3cccnc3)cc(Cl)c2Cl)c(=O)n(-c2ccccc2)n1C
→ -3, 8, -14, 6, 5, -10, 11, 3, 10, -14, 10
[14] O=C(COc1ccccc1[N+](=O)[O-])Nc1ccc(N2CCN(C(=O)c3cccs3)CC2)cc1
→ 76*, 72*, -19, 36, -15, 104*, 33, 0, -18, -5, 48
[15] CC(C)CCNC(=O)C1CCC(CNc2c(N3CCCC3)c(=O)c2=O)CC1 (stereo not drawn)
→ 0, -2, 17, -25, 12, 13, -12, 3, -6, -6, -17
[16] COc1ccc(OC)c(COC(=O)c2cccc(S(=O)(=O)N3CCCCC3)c2)c1
→ -5, -4, -3, 5, 11, 18, -11, ., -3, 4, 12
[17] O=C(CSCC(=O)NN=Cc1ccccc1O)NN=Cc1ccccc1O
→ -30, 2, 9, 53, -28, -6, 7, ., -29, -16, 13
[18] CN1CCN(C(=O)CSc2nc3c(c(=O)n(C)c(=O)n3C)n2C)CC1
→ 0, 10, 11, -19, 8, 22, -48, 2, 0, 12, -2
[19] Nc1cc(=O)[nH]c(SCC(=O)Nc2cccc(Cl)c2Cl)n1
→ -1, 6, 1, 3, 15, -1, -5, 1, -6, -3, 6
[20] CN(C(=O)COC(=O)c1cccc(S(=O)(=O)N2CCCCC2)c1)C1CCS(=O)(=O)C1 (stereo not drawn)
→ 16, -2, -4, 7, 1, -15, 7, 0, 0, -23, 10

Taken from above.
entry 18 @ TWEAK Fn14 block: 10
entry 12 @ HIF-2a block: -120
entry 20 @ CF NFkB block: -4

The results go on:
Second line of a record – TROY NFkB inh, TWEAK Fn14 block, CF NFkB block, Shn3 3UTR inh, HIF-2a block, Peg3 prom inh, TRAIL sens C8, NR2E3 ag-1, KKLEB tox, NR2E3 ag-2, MITF TRPM1 inh
[21] Cc1nc(NC(=O)c2ccc(Cl)cc2)sc1Cc1ccc2c(c1)OCO2
→ -21, 18, 36, 3, -49, -48, -2, -1, -19, -47, 4
[22] Nc1ncnc2c1ncn2[C@@H]1O[C@H](CCC(=O)NCc2ccccc2)[C@@H](O)[C@H]1O
→ 2, -15, -19, 6, 4, -4, -9, ., 9, -2, .
[23] CCOc1ccc(OCCCC(=O)Nc2nc3ccccc3[nH]2)cc1
→ -6, -8, -6, 5, -1, 21, -7, 3, 4, 0, -10
[24] COc1ccccc1N1CCN(C(=O)c2ccc(CN3CCc4ccccc4C3)cc2)CC1
→ 11, 19, 11, 6, 10, 9, -1, 2, -5, -3, 0
[25] Cc1ccc(C(=O)NCC(=O)OCCOc2cccc(Cl)c2)cc1
→ -26, 7, 4, -3, -7, -26, -3, -2, 4, -6, -3
[26] COc1ccc(N2CCN(C(=O)[C@@H]3CCCN3C3=NS(=O)(=O)c4ccccc43)CC2)cc1
→ -17, 10, -5, -2, -11, 12, -9, 3, 11, -21, -2
[27] CCC(=O)Nc1ccc(/C(C)=N/NC(=O)c2c(Br)c(C)nn2C)cc1
→ -16, 11, 18, -12, -6, 23, -1, 4, -10, 1, -5
[28] O=C1CC(c2ccccc2)Sc2nc(-c3ccccc3)c(-c3ccccc3)n21 (stereo not drawn)
→ 4, 17, 8, 4, 18, 24, 1, -1, 13, 17, -4
[29] O=C(Cn1c(=O)sc2ccccc21)N1CCOCC1
→ -7, 15, -13, 6, 2, 14, 13, -3, 14, -4, -7
[30] CCOc1cc(/C=C/C(=O)c2ccc(O)cc2)ccc1OCC(=O)N(C)C
→ 13, 42, 16, 8, 16, 6, -12, -3, 0, 5, 22

(more compounds)
Second line of a record – TROY NFkB inh, TWEAK Fn14 block, CF NFkB block, Shn3 3UTR inh, HIF-2a block, Peg3 prom inh, TRAIL sens C8, NR2E3 ag-1, KKLEB tox, NR2E3 ag-2, MITF TRPM1 inh
[31] COc1ccc(OC)c(NC(=O)CCN2CCN(c3ccccc3)CC2)c1
→ 9, 3, -12, -10, 16, 7, 3, 1, -1, -9, 6
[32] CCOc1ccc(NC(=O)NNC(=O)COc2ccc3ccccc3c2)cc1
→ 4, -11, 8, 0, 11, 4, -17, 0, -3, -6, 3
[33] CC(NS(=O)(=O)/C=C/c1ccccc1)c1ccccc1 (stereo not drawn)
→ 14, 2, 8, 11, 16, 11, -3, -3, 2, -8, 1
[34] CC(OC(=O)CCc1nc2ccccc2[nH]c1=O)C(=O)c1ccccc1 (stereo not drawn)
→ 10, -4, 1, 6, -29, -1, -1, -2, -19, -30, -11
[35] Cc1cccc(NC(=O)c2ccc(S(=O)(=O)N3CCN(C)CC3)cc2)c1C
→ 23, -10, 0, 16, 15, -1, 0, 1, 7, 3, -2
[36] COc1ccc(OC)c(S(=O)(=O)NC(=O)C2(C)CCN2C(=O)c2ccco2)c1 (stereo not drawn)
→ -12, 3, -12, 0, 9, 2, 19, ., 10, -19, .
[37] O=c1c2cc(-c3ccccc3)sc2ncn1-n1cccc1
→ -25, -8, 7, -52, -212, -194, 13, 1, -12, -95, -96
[38] CCCC(=O)Nc1sc2c(c1C#N)CCCC2
→ -56, 0, 0, ., -177, -134, -4, -3, 8, -62, -66
[39] Cc1cccc(OCC(=O)Nc2nc(-c3ccncc3)cs2)c1
→ 23, 2, -3, -7, -1, -36, 1, -1, -15, -30, .
[40] CCOC(=O)CC(=O)CSc1nc2c(sc(=S)n2-c2ccc(OCC)cc2)c(=O)[nH]1
→ 29, -3, -10, -3, 27, 21, 4, 6, 16, -23, 4
[41] Cc1c(CCO)c(=O)n(C)n1C(=O)c1ccc(F)cc1
→ -1, 3, 0, 0, 9, 6, -4, 0, 4, -6, 3
[42] Cc1snc(S(=O)(=O)/C(C#N)=N\Nc2ccccc2)c1C#N
→ -1, -1, -2, -6, -27, -18, 3, -1, 0, -10, -9
[43] CC(C)n1c(CNC(=O)c2ccccc2)nc2ccccc21
→ 10, 14, 11, 22, 7, 11, 19, -1, 2, -8, -1

Four compounds out of the list above, sorted by the value under CF NFkB block, ascending:
item | molecule | CF NFkB block
29 | O=C(Cn1c(=O)sc2ccccc21)N1CCOCC1 | -13
11 | CCN(CC)c1ccc(NC(=O)c2cccc(C)c2OC)c(C)c1 | -7
16 | COc1ccc(OC)c(COC(=O)c2cccc(S(=O)(=O)N3CCCCC3)c2)c1 | -3
15 | CC(C)CCNC(=O)C1CCC(CNc2c(N3CCCC3)c(=O)c2=O)CC1 (stereo not drawn) | 17

Two entries drawn at random from those above:
Second line of a record – TROY NFkB inh, TWEAK Fn14 block, CF NFkB block, Shn3 3UTR inh, HIF-2a block, Peg3 prom inh, TRAIL sens C8, NR2E3 ag-1, KKLEB tox, NR2E3 ag-2, MITF TRPM1 inh
[10] Cc1[nH]c2ccccc2c1C(C#N)(C#N)C1C(=O)c2ccccc2C1=O
→ 53*, 97*, 25, 16, 3, 39, 14, 3, 15, 14, 39
[26] COc1ccc(N2CCN(C(=O)[C@@H]3CCCN3C3=NS(=O)(=O)c4ccccc43)CC2)cc1
→ -17, 10, -5, -2, -11, 12, -9, 3, 11, -21, -2

A portion of the library. The share of hits here may be higher or lower than overall.
